Screens deposited in PubChem BioAssay by Broad Institute.
EWS-Fli block: inhibitors of EWS/Fli oncoprotein transcriptional activity; A673 NR0B1-luciferase reporter, viability-normalised; inhibition, % at 12.6 µM; 350,000 tested, 0.67% active;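 active means mean inhibition of at least 50% after viability correction, with every replicate also passing that limit; inconclusive means mean reaches 50% but only one of two replicates passes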;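 further: firefly luciferase signal divided by Alamar Blue viability fluorescence both relative to DMSO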
FN deposition inh: fibronectin deposition inhibition | AH1F fibroblasts, Alexa488-fibronectin deposition fluorescence, overnight | inhibition, % at 12.6 µM | 350,000 tested, 0.086% active | AID 743247;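 active means mean inhibition across replicates of 30% or more, regardless of how many single replicates reach that level; inconclusive means mean under 30% yet at least half of replicates reach 30%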;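 further: positive control wells lacked labelled fibronectin entirely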
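Test system: AH1F fibroblast monolayer depositing Alexa488-labelled fibronectin into matrix. Input: 10000 cells per well. Technique: fluorescence, ex 485 nm, em 525 nm. Buffer or medium: DMEM plus 2% serum, read in PBS. Timing: 1 h cell adhesion before compound, then overnight fibronectin incubation. Compound: single dose, pinned. Read-out basis: inhibition from reduced deposited-fibronectin fluorescence.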
PglD DTNB: PglD (C. jejuni) enzyme inhibition. purified PglD enzyme, DTNB colorimetric CoA detection. inhibition, % at 12.5 µM. 360,000 tested, 0.098% active; in the data active means inhibition above about 16%, passing the limit was not always enough; inconclusive means no clear call, values can overlap the other calls; further: strong numbers were not always called active
LGR2 antag: inhibitors of bursicon-induced Drosophila LGR2 receptor cAMP signaling | HEK293 LGR2, CRE-luciferase, bursicon-stimulated, 4 h | inhibition, % at 9.99 µM | 380,000 tested, 0.35% active;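 active means drop in luminescence signal, shown as inhibition above about 50% in the replicate tests, limit read from the data, passing the limit was not always enough; inconclusive means probably only some replicates passing the limit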;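 further: agonist challenge used bursicon conditioned medium at about half maximal strength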
S100A4 inh HTS: S100A4-myosin IIA interaction inhibition | S100A4/TAMRA-MyoIIA peptide fluorescence polarization | 360,000 tested, 0.14% active | inhibition, % at 10.7 µM | P26447;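 active means mean inhibition of at least 70% across replicates, with every replicate also reaching that level; inconclusive means mean inhibition reaches 70% but some replicates fall short; inactive means mean inhibition below 70%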
Target sequence (P26447 whole entry, looked up): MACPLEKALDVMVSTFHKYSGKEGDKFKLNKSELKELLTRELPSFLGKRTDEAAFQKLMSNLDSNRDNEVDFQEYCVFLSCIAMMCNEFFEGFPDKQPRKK
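Material: S100A4 monomer protein / Buffer or medium: 50 mM HEPES pH 7.2, 10 mM CaCl2, 100 mM KCl / Times: 5 min incubation before reading / Benchmarks: neutral control DMSO, positive control TFP / Reagent: labelled myosin peptide probe, 5 nM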
ERAP1 HTS inh: inhibitors of human ERAP1 aminopeptidase | recombinant ERAP1, Leu-AMC fluorescence, 60 min | 340,000 tested, 0.15% active | inhibition, % at 10.7 µM | Q9NZ08;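 active means mean replicate inhibition of at least 30%, or all replicates individually reaching that 30% level; inactive means mean below 30% and not every replicate reaching it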;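 further: 0% = neutral control wells and 100% = L-leucinethiol positive control wells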
Target sequence (Q9NZ08 whole entry, looked up): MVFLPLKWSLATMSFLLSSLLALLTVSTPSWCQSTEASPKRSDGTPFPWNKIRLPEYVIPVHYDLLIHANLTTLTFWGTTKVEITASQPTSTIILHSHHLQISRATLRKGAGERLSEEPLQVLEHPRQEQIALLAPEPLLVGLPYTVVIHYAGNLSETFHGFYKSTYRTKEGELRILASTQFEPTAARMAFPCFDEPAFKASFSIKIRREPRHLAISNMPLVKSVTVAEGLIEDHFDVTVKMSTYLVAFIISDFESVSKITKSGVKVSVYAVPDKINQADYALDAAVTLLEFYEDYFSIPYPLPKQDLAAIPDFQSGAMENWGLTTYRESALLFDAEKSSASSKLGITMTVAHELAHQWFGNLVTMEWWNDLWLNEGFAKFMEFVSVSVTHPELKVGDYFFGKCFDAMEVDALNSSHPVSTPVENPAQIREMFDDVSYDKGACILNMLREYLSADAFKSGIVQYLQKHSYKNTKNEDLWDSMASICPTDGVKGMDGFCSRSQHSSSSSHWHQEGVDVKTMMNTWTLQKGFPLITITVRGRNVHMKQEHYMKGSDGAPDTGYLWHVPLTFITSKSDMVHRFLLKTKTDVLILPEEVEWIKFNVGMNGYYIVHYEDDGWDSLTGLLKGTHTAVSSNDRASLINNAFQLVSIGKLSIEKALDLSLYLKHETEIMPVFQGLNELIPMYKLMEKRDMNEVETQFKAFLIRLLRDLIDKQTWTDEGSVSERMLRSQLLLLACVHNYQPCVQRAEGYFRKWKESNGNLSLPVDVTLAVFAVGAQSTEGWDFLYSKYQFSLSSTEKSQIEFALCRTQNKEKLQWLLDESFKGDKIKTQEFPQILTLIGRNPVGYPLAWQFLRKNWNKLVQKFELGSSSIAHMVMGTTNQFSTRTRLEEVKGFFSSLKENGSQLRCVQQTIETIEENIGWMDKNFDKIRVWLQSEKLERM
PAX8 inh HTS: PAX8 transcriptional activity inhibition. RMG-I TPO-luciferase reporter, SteadyGlo, 24 h. 360,000 tested, 1.2% active. inhibition, % at 12.6 µM. AID 652154;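 active means mean replicate inhibition at least 60% with every replicate also reaching 60%; inconclusive means only one of the two criteria is met; inactive means mean below 60% and not all replicates reaching 60%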;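 further: luciferase light reporting Pax8 driven TPO promoter activity; plate controls were median of neutral control wells for no effect and mitoxantrone controls for full effect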
PGC1a acetyl inh: PGC1a acetylation modulation, inhibitor mode. U2OS PGC1a acetylation, AlphaScreen anti-acetyl-lysine; with virally co-expressed GCN5 acetyltransferase. inhibition, % at 15.6 µM. 350,000 tested, 0.17% active;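 active means every replicate shows inhibition of at least 40%; inconclusive means mean inhibition at least 40% but some replicate below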;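 further: 0% = neutral control wells and 100% = positive control wells; some results beyond the cut were filed as inactive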
* hit, by the source's call.

For O=C(C[C@@H]1CC[C@H]2[C@@H](COC[C@H](O)CN2S(=O)(=O)c2cccc(Cl)c2)O1)Nc1ccccc1 the results were EWS-Fli block 6, FN deposition inh -4, PglD DTNB -4, LGR2 antag 20, S100A4 inh HTS -12, ERAP1 HTS inh -3, PAX8 inh HTS 3 and PGC1a acetyl inh -4.
`O=C(CSc1ccc([N+](=O)[O-])cc1)c1ccccc1` gave EWS-Fli block -21, FN deposition inh 1, LGR2 antag -10, S100A4 inh HTS -11 and ERAP1 HTS inh 1.
Screening Cn1c2ccccc2c2c(=O)oc3ccccc3c21 returned EWS-Fli block -46, FN deposition inh 1, PglD DTNB 2, LGR2 antag -11, S100A4 inh HTS 2, PAX8 inh HTS -107 and PGC1a acetyl inh -10.
Cc1[nH]c(=O)[nH]c(=O)c1S(=O)(=O)Nc1ccc(F)c(Cl)c1 was read as EWS-Fli block -3, FN deposition inh -1, PglD DTNB 2, LGR2 antag -9, S100A4 inh HTS -1, ERAP1 HTS inh -1, PAX8 inh HTS 1 and PGC1a acetyl inh inconclusive.
For O=C(O)c1cnn(-c2ccccc2)c1-c1ccncc1 the results were EWS-Fli block 3, FN deposition inh -5, PglD DTNB -3, LGR2 antag 22, S100A4 inh HTS -3, ERAP1 HTS inh -2, PAX8 inh HTS -10 and PGC1a acetyl inh 2.
For O=C(c1cc(-c2ccncc2)nc2ccccc12)N1CCOCC1 the results were EWS-Fli block 4, FN deposition inh -7, PglD DTNB -3, LGR2 antag -1, S100A4 inh HTS 1, ERAP1 HTS inh 5 and PAX8 inh HTS 13.
OC(CNCCc1ccc(C(F)(F)F)cc1)COc1cccc2ccccc12 (centres undefined) was read as FN deposition inh -2, LGR2 antag 2, PAX8 inh HTS 50 and PGC1a acetyl inh 8.
`CCOC(=O)c1ccc(NC(=O)c2nc[nH]c2C(=O)NCCNC(=O)c2[nH]cnc2C(=O)Nc2ccc(C(=O)OCC)cc2)cc1` gave EWS-Fli block 60*, FN deposition inh -2, PglD DTNB -2, LGR2 antag -1, S100A4 inh HTS 0, ERAP1 HTS inh 0, PAX8 inh HTS -13 and PGC1a acetyl inh -1.
Screening COC(=O)C[C@H]1CC[C@H]2[C@H](COc3ccc(NC(=O)Nc4cccc(F)c4)cc3C(=O)N2C)O1 returned EWS-Fli block 12, FN deposition inh -7, PglD DTNB 2, LGR2 antag -1, S100A4 inh HTS -4, ERAP1 HTS inh 1, PAX8 inh HTS -3 and PGC1a acetyl inh 5.
Screening Cc1cccc(C)c1N1C(=O)C(Cl)=C(N2CCCC2)C1=O returned EWS-Fli block 8, FN deposition inh -1, PglD DTNB -8, LGR2 antag -3, S100A4 inh HTS 0, ERAP1 HTS inh 6, PAX8 inh HTS -17 and PGC1a acetyl inh 9.
Screening O=C(C[C@@H]1C=C[C@H](NC(=O)c2ccncc2)[C@H](CO)O1)Nc1ccccc1 returned EWS-Fli block 0, FN deposition inh 3, LGR2 antag -3, S100A4 inh HTS -4, ERAP1 HTS inh 1 and PGC1a acetyl inh 1.
For O=C(c1ccc(CS(=O)c2cccc(Cl)c2)o1)N1CCN(c2ccccn2)CC1 (centres undefined) the results were FN deposition inh 3, PglD DTNB 1, LGR2 antag 0, S100A4 inh HTS 1, ERAP1 HTS inh -3, PAX8 inh HTS 11 and PGC1a acetyl inh -2.
Screening Cc1ccc(/C=C/C(=O)O)cc1S(=O)(=O)N1CCCCC1 returned EWS-Fli block 4, FN deposition inh -11, PglD DTNB 0, LGR2 antag -12, S100A4 inh HTS -1, ERAP1 HTS inh 3, PAX8 inh HTS 0 and PGC1a acetyl inh -4.
CO[C@H]1CN(C)C(=O)c2cc(NC(=O)NC(C)C)ccc2OC[C@H](C)N(C(=O)CN(C)C)C[C@H]1C was read as EWS-Fli block -7, FN deposition inh 8, PglD DTNB 0, LGR2 antag 2, S100A4 inh HTS 1, ERAP1 HTS inh 2, PAX8 inh HTS -3 and PGC1a acetyl inh 0.
COc1ccc2c(c1)sc(=N)n2CC(=O)Nc1cc(C)cc(C)c1 was read as EWS-Fli block 5, FN deposition inh 3, LGR2 antag -1, S100A4 inh HTS 2, ERAP1 HTS inh 6, PAX8 inh HTS -7 and PGC1a acetyl inh 10.
For O=C(N/N=C/c1ccc(O)c(O)c1)C1CC1 the results were EWS-Fli block 30, FN deposition inh -7, PglD DTNB 0, LGR2 antag 25, S100A4 inh HTS -1, ERAP1 HTS inh 0, PAX8 inh HTS -4 and PGC1a acetyl inh 10.
For CCOC(=O)c1cc2c(=O)c3ccccc3oc2nc1C the results were EWS-Fli block -75, FN deposition inh 0, PglD DTNB 1, LGR2 antag -54, S100A4 inh HTS 46, ERAP1 HTS inh 1 and PAX8 inh HTS -15.
For C[C@@H]1CCCCO[C@@H](CN(C)S(=O)(=O)c2ccc(Cl)cc2)[C@@H](C)CN([C@H](C)CO)C(=O)c2cc(NC(=O)Nc3ccc4c(c3)OCO4)ccc2O1 the results were EWS-Fli block -7, FN deposition inh -8, PglD DTNB 1, LGR2 antag 23, S100A4 inh HTS 16, ERAP1 HTS inh -4, PAX8 inh HTS -18 and PGC1a acetyl inh 14.
For C=C(C)Cn1c(CCNC(=O)c2ccco2)nc2ccccc21 the results were EWS-Fli block 0, FN deposition inh 1, PglD DTNB 0, LGR2 antag 15, S100A4 inh HTS -11, ERAP1 HTS inh 7, PAX8 inh HTS -3 and PGC1a acetyl inh 9.
For Cc1ccc(S(=O)(=O)NCc2nc(-c3ccccc3)no2)cc1 the results were EWS-Fli block -10, FN deposition inh -11, PglD DTNB -1, LGR2 antag -5, S100A4 inh HTS 3, ERAP1 HTS inh 3 and PAX8 inh HTS 6.
CCOc1ccc(C(=O)N[C@H](C(=O)N2CCN(c3ncccn3)CC2)C(C)C)cc1 was read as EWS-Fli block -2, FN deposition inh -1, PglD DTNB 1, LGR2 antag 13, S100A4 inh HTS -4, ERAP1 HTS inh 0, PAX8 inh HTS -2 and PGC1a acetyl inh 3.
Cc1cc(C)c2nc(-c3ccncc3)cc(C(=O)N3CCN(Cc4ccccc4Cl)CC3)c2c1 was read as FN deposition inh 7, PglD DTNB 0, LGR2 antag -6, S100A4 inh HTS -10, ERAP1 HTS inh -3 and PAX8 inh HTS 28.
Screening COc1ccc(Cl)cc1NC(=O)CN1C(=O)NC2(CCCC2)C1=O returned EWS-Fli block 7, FN deposition inh 2, PglD DTNB 0, LGR2 antag 2, S100A4 inh HTS 2, ERAP1 HTS inh -3 and PAX8 inh HTS 31.
COc1cccc(/C=N/NC(=O)c2cc3c(OC)cccc3[nH]2)c1O was read as EWS-Fli block -17, FN deposition inh 3, PglD DTNB 0, LGR2 antag 10, S100A4 inh HTS -7, ERAP1 HTS inh -1, PAX8 inh HTS 18 and PGC1a acetyl inh 15.
Screening COC(=O)c1cc(C(=O)OC)cc(-n2c(C)cc(C=O)c2C)c1 returned EWS-Fli block 5, FN deposition inh -3, LGR2 antag 17, S100A4 inh HTS -3, ERAP1 HTS inh 2, PAX8 inh HTS 17 and PGC1a acetyl inh -2.
Cc1noc(C)c1NC(=O)N(C)C[C@H]1Oc2ccc(NC(=O)CCCCCC(=O)Nc3ccccc3N)cc2C(=O)N([C@@H](C)CO)C[C@@H]1C was read as EWS-Fli block 0, PglD DTNB -39, LGR2 antag 4, S100A4 inh HTS 5, ERAP1 HTS inh -4 and PGC1a acetyl inh 2.
C[C@@H]1CN([C@H](C)CO)S(=O)(=O)c2ccc(-c3ccncc3)cc2O[C@@H]1CN(C)CC1CC1 was read as EWS-Fli block -5, FN deposition inh 7, PglD DTNB 4, LGR2 antag 11, S100A4 inh HTS 5, ERAP1 HTS inh 1 and PGC1a acetyl inh 1.
For CCC(C)NC(=O)CSc1nc2ccccc2c(=O)n1CCCC(=O)NCC1CCCO1 (centres undefined) the results were FN deposition inh 3, PglD DTNB -1, LGR2 antag 9, S100A4 inh HTS 0, ERAP1 HTS inh -1, PAX8 inh HTS 9 and PGC1a acetyl inh -1.
Screening CC(=NNC(=S)N1CCCC1)c1ccccn1 returned EWS-Fli block 46, FN deposition inh 3, PglD DTNB 1, LGR2 antag -6, S100A4 inh HTS -5, ERAP1 HTS inh 3, PAX8 inh HTS 50 and PGC1a acetyl inh -2.
`C[C@@H]1CN([C@@H](C)CO)C(=O)c2cc(C#CCN(C)C)cnc2O[C@@H]1CN(C)C(=O)c1ccc2c(c1)OCO2` gave EWS-Fli block -5, FN deposition inh 2, PglD DTNB 3, LGR2 antag -7, S100A4 inh HTS 2, ERAP1 HTS inh -1 and PGC1a acetyl inh 8.
For CCC(=O)c1cn(CC(=O)Nc2ccc(C)cc2C)c2ccccc12 the results were EWS-Fli block -1, FN deposition inh 5, PglD DTNB 3, LGR2 antag -31, S100A4 inh HTS -1, ERAP1 HTS inh 1 and PAX8 inh HTS 20.
C[C@H]1CN([C@@H](C)CO)C(=O)c2cccc(NC(=O)Nc3ccc(F)cc3)c2O[C@@H]1CN(C)S(=O)(=O)c1ccc(Cl)cc1 was read as EWS-Fli block -4, FN deposition inh -1, PglD DTNB 3, LGR2 antag -4, S100A4 inh HTS 2, ERAP1 HTS inh -1, PAX8 inh HTS 0 and PGC1a acetyl inh -6.
For O=C(OCC(=O)N1CCCC1)c1cc(Cl)ccc1[N+](=O)[O-] the results were EWS-Fli block -5, FN deposition inh -3, PglD DTNB -4, LGR2 antag 8, S100A4 inh HTS -4, ERAP1 HTS inh -5 and PAX8 inh HTS 0.
Screening COc1ccccc1N1CCN(C(C)C(=O)N2CC(C)OC(C)C2)CC1 (centres undefined) returned EWS-Fli block -3, PglD DTNB 5, LGR2 antag 5, S100A4 inh HTS -2, ERAP1 HTS inh -1, PAX8 inh HTS 29 and PGC1a acetyl inh 10.
For O=C(OCC(=O)N1CCCCCC1)c1ccc([N+](=O)[O-])cc1Cl the results were EWS-Fli block 2, FN deposition inh -1, LGR2 antag 0, S100A4 inh HTS 26, ERAP1 HTS inh -2, PAX8 inh HTS -24 and PGC1a acetyl inh 1.
`O=C(Nc1cccc(F)c1)N1C[C@H]2[C@@H](c3ccccc31)[C@@H](CO)N2C(=O)Cc1ccccn1` gave EWS-Fli block -15, FN deposition inh 10, PglD DTNB 0, LGR2 antag 1, S100A4 inh HTS -8, ERAP1 HTS inh 0, PAX8 inh HTS -2 and PGC1a acetyl inh -1.
C=CCNC(=O)CN1CCN(C(c2ccccc2)c2ccccc2)CC1 was read as EWS-Fli block 7, FN deposition inh -1, PglD DTNB -2, LGR2 antag 9, S100A4 inh HTS -1, ERAP1 HTS inh -3, PAX8 inh HTS 18 and PGC1a acetyl inh 4.
`COc1ccc(-c2csc(NC3=NCCCCC3)n2)cc1` gave EWS-Fli block -19, FN deposition inh 0, LGR2 antag -5, S100A4 inh HTS 6, ERAP1 HTS inh 2 and PAX8 inh HTS -16.
`COc1ccc(OC)c(NC(=O)Nc2nnc(COCCO)s2)c1` gave EWS-Fli block 2, FN deposition inh -9, PglD DTNB -2, LGR2 antag -10, S100A4 inh HTS -2, ERAP1 HTS inh 0, PAX8 inh HTS -20 and PGC1a acetyl inh 0.
For O=C(Nc1ccc2c(c1)[C@H]1C[C@H](CC(=O)N3CCc4ccccc4C3)O[C@H](CO)[C@H]1O2)Nc1ccccc1F the results were EWS-Fli block -4, FN deposition inh 13, PglD DTNB 3, LGR2 antag 7, S100A4 inh HTS -5, ERAP1 HTS inh 2, PAX8 inh HTS 50 and PGC1a acetyl inh 14.
